IL1B secr inh: blocks inflammasome-driven IL-1 beta release; 4.7% of 360,000 active; THP-1 LPS/ATP IL-1B secretion, AlphaLISA, 16 h; active compounds read low; activity change, % at 57.5 µM; in the data active = activity change below about -50%; inconclusive = mostly about -30% to -49%; note: % is set by controls: 0 for no effect and ±100 for the full control effect
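THP-1 cells pretreated 1 hr with compounds (up to 57.5 uM final), then stimulated with LPS (250 ng/mL final) plus ATP (1.25 mM final); secreted IL-1B measured by AlphaLISA after 16 hr, decreased signal indicating inhibition.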
Nrf2 inh: Nrf2 pathway inhibition; A549 ARE-Fluc reporter, luciferase luminescence, 18-24 h; Potency, µM (top dose mostly 46 µM), for the others: at the top dose activity change, negative = inhibition, usual class: inhibitors; 2.1% of 360,000 active; note: potency is the fitted concentration of half-maximal effect; % is set by controls: 0 for no effect and ±100 for the full control effect; nearly all actives have a fitted effect of over 60% in size
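Two sequential reads on A549 ARE_Fluc cells exposed to compound for 18-24 h: a CellTiter-Fluor fluorescence read for viability, then a luciferase luminescence read for Nrf2/ARE activity.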
ATXN2 expr inh: inhibitors of ATXN2 expression | HEK-293 ATXN2-luciferase reporter, luminescence, 24 h | Potency, µM (titrated, usually from 57 µM), inactives show at the top dose activity change, negative = inhibition, most hits filed as inhibitors | 0.72% of 360,000 active | AID 1745845; note: potency is the fitted concentration of half-maximal effect; % is set by controls: 0 for no effect and ±100 for the full control effect; nearly all actives have a fitted effect of over 55% in size
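ATXN2-luciferase reporter cells (luciferase flanked by upstream and downstream ATXN2 gene portions) were treated 24 h at 37 °C with compounds at up to 57 uM. SteadyGlo luminescence gave expression; GF-AFC fluorescence gave viability.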
TGFb inhibitor: TGF-b pathway inhibition; HepG2 CAGA-GFP TGF-b/SMAD3 reporter, GFP fluorescence, 18 h; TGF-beta stimulated, 500 pg/mL final; Potency, µM (top dose mostly 46.1 µM), for the others: at the top dose activity, negative = inhibition, usual class: inhibitors; 1.2% of 410,000 active; AID 588855; note: potency is the fitted concentration of half-maximal effect; % is set by controls: 0 for no effect and ±100 for the full control effect; nearly all actives have a fitted effect of over 65% in size
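Using HEPG2 CAGA-GFP reporter cells at 1000 cells/well, we pinned test compounds, stimulated with recombinant TGF-beta (500 pg/mL final) and measured total well GFP after 18 h.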
HepG2 tox: counter-screen for TGF-b inhibitors: cytotoxicity in HepG2 cells | HepG2 CAGA-GFP viability, ATP luminescence, 18 h | 0.76% of 410,000 active | Potency, µM (highest dose often 46.1 µM), without a hit: at the highest dose activity change, negative = cytotoxicity, hits mostly cytotoxic; note: potency is the fitted concentration of half-maximal effect; some results filed as inactive show a strong effect at the top dose
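HepG2 CAGA-GFP cells (1000/well, DMEM with 1% FBS) received compound, then TGF-beta at 500 pg/mL final, and were incubated 18 hours at 37 degrees C. Viability was read by CellTiter-Glo luminescence. Media-only wells were set as complete cell-killing and DMSO as no toxicity.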
A549 tox: counter-screen for Nrf2 inhibitors: cytotoxicity in A549 cells; A549 ARE-Fluc cells, CellTiter-Fluor viability, 18-24 h; Potency, µM (titrated, usually from 46 µM), for the others: at the top dose activity change, negative = cytotoxicity, most hits filed as inhibitors; 0.16% of 390,000 active; AID 504648; note: potency is the fitted concentration of half-maximal effect; % is set by controls: 0 for no effect and ±100 for the full control effect
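A549 ARE_Fluc cells in 5% FBS OPTI-MEM were exposed to compounds in concentration-response for 18-24 h at 37 deg C. Viability was read by CellTiter-Fluor fluorescence (Ex 405/Em 525) after 30 min, before the luciferase read.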
S2 tox: viability counter-screen for ATXN expression inhibitors; S2 cells (HEK-293 line with an ATXN2-luciferase reporter) viability, CellTiter-Fluor protease fluorescence, 24 h; 0.49% of 400,000 active; AID 651635; Potency, µM (top dose mostly 56.7 µM), most hits filed as cytotoxic; note: potency is the fitted concentration of half-maximal effect; nearly all actives have a fitted effect of over 40% in size
Nrf2 activator: activates Nrf2 signaling. AREc32 ARE-luciferase reporter (MCF7-derived line), luminescence, 24 h. Potency, µM (top dose mostly 46.1 µM), without a hit: top-dose activation, actives largely listed as activators. 0.31% of 410,000 active. AID 624171; note: potency is the fitted concentration of half-maximal effect; % of control where 0% means no effect; nearly all actives have a fitted effect of over 65% in size
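Luciferase luminescence (Steady-Glo, 30 min at room temperature) served as the read-out of ARE activation in AREc32 cells treated with compounds for 24 hr at 37 deg C.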
MCF10A rerep: induces DNA re-replication in MCF 10a normal breast cells; 2.9% of 350,000 active; Potency, µM (titrated, usually from 46.1 µM), for the others: at the highest dose activity, positive = re-replication, usual class: activators; MCF 10A DNA re-replication, Hoechst nuclear intensity, 48 h; AID 624296; note: potency is the fitted concentration of half-maximal effect; % of control where 0% means no effect; nearly all actives have a fitted effect of over 50% in size
* marks the source's active call; other numbers are inactive results; i = inactive; u = inconclusive; x = not tested or not shown; & = joins results of further samples; [ ] = remark or other dose. Unless noted, calls come from the whole dose curve; as a rule, active = well fitted curve in the direction sought with a large enough effect; inconclusive = small, poorly fitted or top-dose-only effect, or another doubt; inactive = no such curve, though single readings can be large; an effect the other way counts as inactive or inconclusive.

The opening 10 entries, to show the layout:
Values in the order – IL1B secr inh | Nrf2 inh | ATXN2 expr inh | TGFb inhibitor | HepG2 tox | A549 tox | S2 tox | Nrf2 activator | MCF10A rerep
> COc1ccc(CNc2ncccn2)cc1OC
  0 | -8% | -7% | -14% | -8% | 0% | i | -0.4% | 1%
> COc1cc(OC)cc(-c2c(C#Cc3ccsc3)c3cc(-c4ccc5c(c4)OCCO5)ccc3n2C)c1
  5 | 2% | 6% | 0% | 4% | 4% | i | -1.5% | 22%
> CN1CCN(CCCNC(=O)c2cc3c(=O)n(C)c4ccccc4c3s2)CC1
  -81* | -11% | -15% | 3% | -39% | -20% | i | u | 3%
> Cn1c(Cc2ccccc2)nnc1SCC(=O)N1CCN(c2ccccc2)CC1
  14 | -1% | 3% | -17% | -3% | -1% | i | -1.4% | u
> CC1CCCCC1NS(=O)(=O)c1ccc(-n2cnnn2)cc1 (stereo not given)
  -1 | -23% | -10% | 1% | -8% | 0% | i | 0.1% | 1%
> CCOC(=O)[C@@H]1[C@H]2COc3ccccc3[C@@H]2N2C(=O)N(c3ccc(C)cc3)C(=O)[C@]12C
  0 | 2% | 11% | 2% | -2% | -5% | i | 2.7% | 16%
> O=Nc1c(O)n(Cc2c(Cl)cccc2Cl)c2ccccc12
  u | 2% | 1% | u | -61% | -1% | i | 1.2% | u
> C=CCn1cnc2c(oc3ccccc32)c1=O
  8 | u | 27% | 1% | -5% | 5% | i | 6.2% | -8%
> CCCCCC(=O)NC(=S)Nc1ccc2oc(=O)ccc2c1
  69 | -30% | -24% | 4% | -8% | 1% | i | 3.2% | 3%
> CCn1c(SCC(=O)Nc2nc(C)c(C)s2)nnc1-c1cccnc1
  -9 | -5% | -1% | 32%[activator] | -3% | 3% | i | -0.6% | -3%

All compounds of this part, previewed entries included:
Values in the order – IL1B secr inh | Nrf2 inh | ATXN2 expr inh | TGFb inhibitor | HepG2 tox | A549 tox | S2 tox | Nrf2 activator | MCF10A rerep
> COc1ccc(CNc2ncccn2)cc1OC
  0 | -8% | -7% | -14% | -8% | 0% | i | -0.4% | 1%
> COc1cc(OC)cc(-c2c(C#Cc3ccsc3)c3cc(-c4ccc5c(c4)OCCO5)ccc3n2C)c1
  5 | 2% | 6% | 0% | 4% | 4% | i | -1.5% | 22%
> CN1CCN(CCCNC(=O)c2cc3c(=O)n(C)c4ccccc4c3s2)CC1
  -81* | -11% | -15% | 3% | -39% | -20% | i | u | 3%
> Cn1c(Cc2ccccc2)nnc1SCC(=O)N1CCN(c2ccccc2)CC1
  14 | -1% | 3% | -17% | -3% | -1% | i | -1.4% | u
> CC1CCCCC1NS(=O)(=O)c1ccc(-n2cnnn2)cc1 (stereo not given)
  -1 | -23% | -10% | 1% | -8% | 0% | i | 0.1% | 1%
> CCOC(=O)[C@@H]1[C@H]2COc3ccccc3[C@@H]2N2C(=O)N(c3ccc(C)cc3)C(=O)[C@]12C
  0 | 2% | 11% | 2% | -2% | -5% | i | 2.7% | 16%
> O=Nc1c(O)n(Cc2c(Cl)cccc2Cl)c2ccccc12
  u | 2% | 1% | u | -61% | -1% | i | 1.2% | u
> C=CCn1cnc2c(oc3ccccc32)c1=O
  8 | u | 27% | 1% | -5% | 5% | i | 6.2% | -8%
> CCCCCC(=O)NC(=S)Nc1ccc2oc(=O)ccc2c1
  69 | -30% | -24% | 4% | -8% | 1% | i | 3.2% | 3%
> CCn1c(SCC(=O)Nc2nc(C)c(C)s2)nnc1-c1cccnc1
  -9 | -5% | -1% | 32%[activator] | -3% | 3% | i | -0.6% | -3%
> O=C(Nc1ccc2c(c1)CCC2)Nc1ccccc1F
  x | u | 28% | -2% | -15% | 2% | i | -0.3% | 0%
> [O-][n+]1c2ccccc2c2n1CCCN=C2c1ccc(Cl)cc1
  21 | 10% | 30% | 4% | 1% | -6% | i | 12% | -22%
> CC(C)c1cc(N2CCC(=O)NC2=O)cc(C(=O)O)c1O
  6 | -1% | -2% | -12% | -4% | 0% | i | -0.7% | -7%
> C=CCN(c1ccccc1)S(=O)(=O)c1cccc2cccnc12
  69 | 14% | x | -16% | -9% | u | i | -0.9% | 4%
> Cc1ccc(NC(=O)NC(=O)COc2c(F)c(F)cc(F)c2F)c(C)c1
  -1 | 19% | -3% | 15% | -39% | 4% | i | 0.1% | 5%
> COc1ccc(C(CNC(=O)COc2ccccc2C#N)N2CCOCC2)cc1 (stereo not given)
  10 | x | 8% | 0% | 0% | 13% | i | -0.5% | -3%
> COc1ccc(-c2noc(N(c3ccc(F)c(Cl)c3)c3nc(-c4ccc(OC)c(OC)c4)no3)n2)cc1OC
  x | 5% | -6% | 4% | -13% | 8% | i | 0.0% | x
> COc1cc2[nH]c3c(=O)n4c(nc3c2cc1OC)SCCC4
  -61* | -3% | -17% | u | -31% | -5% | i | 0.4%[9.22 µM] | -13%
> Cc1cccn2c(=O)c3cc(C(=O)NCCN4CCOCC4)n(C)c3nc12
  -16 | -2% | 3% | 2% | -4% | -2% | i | 0.0% | u
> Cc1ccc2cccc(S(=O)(=O)N3CCCc4ccccc43)c2n1
  6 | u | u | u | -17% | -2% | u | 0.6% | -4%
> C=C(C)/C=N/NC(=S)Nc1ccc(S(=O)(=O)N2CCOCC2)cc1
  30 | 12% | 1% | 5% | -8% | 11% | i | 0.6% | 4%
> CC(C)CCNC(=O)C(c1ccc(O)cc1)N(C(=O)C1COc2ccccc2O1)c1cccc(O)c1 (stereo not given)
  -76* | u | -34% | u | -24% | -7% | i | 2.7% | 4%
> CCC(=O)N1CCc2cc(Br)cc(S(=O)(=O)CCC(=O)Nc3cccc(Cl)c3)c21
  x | -9%[9.27 µM] | 7% | -9% | 1% | 0% | i | 4.0% | x
> Cc1noc(C)c1C(=O)OCC(=O)N1CCN(S(=O)(=O)c2ccc3ccccc3c2)CC1
  -2 | -6% | 4% | 1% | 14% | 5% | i | 0.1% | -2%
> COc1ccc(CCC(=O)OCC(=O)N2CCN(S(=O)(=O)c3ccc(C)cc3C)CC2)cc1
  9 | 3% | -7% | 0% | 7% | 13% | i | 2.3% | -3%
> CCC1CCC2(CC1)NC(=O)N(CC(=O)NCc1ccc(Cl)cc1)C2=O (stereo not given)
  u | 1% | -5% | -15% | -12% | -7% | i | 2.9% | u
> O=C(Oc1ccc2c(c1)OCC2=O)c1ccc(Cl)cc1
  -7 | -29% | 8% | 6% | -1% | -1% | i | -0.1% | -4%
> Cn1nnc2cc(C(=O)N3CCN(c4ccccn4)CC3)ccc21
  9 | -9% | -7% | 3% | 3% | 6% | i | -1.1% | 8%
> NC(=O)N1CCN(CCCN2c3ccccc3Sc3cc(Cl)ccc32)CC1
  -28 | x | x | -2% | -33% | x | u | -0.6% | x
> O=C(NCc1ccccc1)C1CC(=O)N(C2CCCCC2)C1 (stereo not given)
  4 | 1% | 0% | -1% | 13% | 3% | i | 0.1% | 2%
> CCCNC(=O)Cn1cccc1C(=O)c1ccccc1
  25 | 4% | -18% | 4% | 7% | 8% | i | 2.2% | -1%
> Cn1nc(C(C)(C)C)c([N+](=O)[O-])c1C(=O)NC1CCCCC1
  9 | -21% | x | -2% | 5% | 2% | i | -0.5% | u
> O=C(CN1CCCC1)Nc1c2c(cc3c1CCC3)CCC2
  0 | 12% | -10% | -6% | -25% | 8% | i | 0.3% | u
> O=C(c1ccc(Cl)c(Cl)c1)N1CCC(=O)N(C(COCc2cccc(Cl)c2)Cc2ccccc2)CC1 (stereo not given)
  -68* | u | u | u | -7% | u | u | -4.2% | 23µM*
> Clc1ccc2nc(CN3CCCc4ccccc43)cn2c1
  -78* | 10% | 17% | -25% | -44% | 2% | i | 4.9% | -1%
> O=C1CCN(Cc2ccc(O)cc2)CCN1CCO
  2&8 | -7% | 2%&20% | 2% | 2% | 0% | i | -0.3%&-0.5% | 4%
> O=C(Nc1cccc(-c2nc3ccccc3o2)c1)c1ccc(-c2ccc(Br)cc2)o1
  x | 0% | 9% | 6% | 1% | -7% | i | 4.5% | x
> COc1cccc(NC(=O)CN(C)C(=O)c2ccc(OCC3CCCO3)cc2)c1 (stereo not given)
  -3 | 16% | 4% | -17% | 0% | 3% | i | 0.1% | 3%
> CCOC(=O)c1cn(CC)c2cc(Cl)c([N+](=O)[O-])cc2c1=O
  4 | 17% | -7% | 6% | -7% | -2% | i | 7.2% | 2%
> C/C(=N\N=C1/SC(CC(=O)O)C(=O)N1c1ccccc1)c1ccc(C)cc1 (stereo not given)
  27 | -18% | 9% | -5% | 1% | 0% | i | -0.8% | 10%
> Cc1ccc(NC(=O)c2cc(C)nc3c2c(C)nn3-c2cccc(Cl)c2C)c(C)c1
  x | 29% | -13% | -2% | 3% | -4% | i | 0.7% | x
> Cn1c(=O)c2cc(NC(=O)Nc3cccnc3)ccc2n1Cc1ccc(Cl)cc1
  -6 | x | u | 21% | 5% | x | i | -0.5% | x
> Nc1nonc1-n1nnc(C(=O)N/N=C/c2ccc(Br)cc2)c1CN1CCOCC1
  -19 | -11% | x | 4% | -16% | 0% | i | -0.2% | -1%
> Cn1c(N)c(C(=O)COC(=O)c2ccccc2C(=O)c2ccccc2)c(=O)n(C)c1=O
  0 | 1% | 3% | 2% | -6% | -10% | i | -0.5% | 16%
